ELG1 DNA repair – qHTS screen for small molecules that inhibit ELG1-dependent DNA repair in human embryonic kidney (HEK293T) cells expressing luciferase-tagged ELG1; HEK293T ELG1-luciferase reporter, luminescence, 16 h; DNA damage induced by 5-fluorouridine; Potency, µM (highest dose often 46.1 µM), for inactives: top-dose activity change, negative = inhibition, usual class: inhibitors; 2.3% of 330,000 active; AID 504467, 2011; also: potency is read from the fitted curve at half-maximal effect; % is scaled to controls: 0 for no effect and ±100 for the full control effect; nearly all actives have a fitted effect of over 55% in size
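Quantitative HTS, concentration-response format. 2,000 cells/well co-treated with 5-fluorouridine and compound, 16 hr in 5% CO2 at 37 °C; ONE-Glo luminescence read after 30 min.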
PTAP TSG101 blk – qHTS Assay for Iinhibitors of HIV-1 Budding by Blocking the Interaction of PTAP/TSG101. 340,000 tested, under 10 active. Potency, µM (doses to about 115 µM), for the others: at the highest dose activity change, negative = inhibition, actives largely listed as inhibitors. Fluorescence polarization, FITC-PTAP peptide / Tsg101 binding. AID 493005, 2010; active = well fitted inhibition curve with a large enough effect in the main read-out, with a control signal flat, not every such curve was filed as active; inconclusive = small, poorly fitted or top-dose-only effect, or effect the other way, or a change in a side signal; inactive = no such curve, though single readings can be large or run the other way; also: potency is read from the fitted curve at half-maximal effect; % of control where 0% means no effect
Target sequence (Q99816 whole entry, looked up): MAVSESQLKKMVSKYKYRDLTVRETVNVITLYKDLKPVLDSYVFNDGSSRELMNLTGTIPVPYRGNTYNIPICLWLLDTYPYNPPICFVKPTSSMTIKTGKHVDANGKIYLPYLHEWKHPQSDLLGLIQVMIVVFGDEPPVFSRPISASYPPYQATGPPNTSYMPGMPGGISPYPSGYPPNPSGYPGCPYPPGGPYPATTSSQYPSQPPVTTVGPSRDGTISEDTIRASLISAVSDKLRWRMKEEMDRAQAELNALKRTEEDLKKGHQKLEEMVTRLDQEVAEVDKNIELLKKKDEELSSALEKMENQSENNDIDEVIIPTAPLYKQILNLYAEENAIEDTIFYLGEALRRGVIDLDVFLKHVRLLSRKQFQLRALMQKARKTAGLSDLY
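Tsg101 binding domain (10 uM final) was mixed with compound and a FITC-labeled PTAP peptide (50 nM final) in HEPES pH 7.5 buffer with NaCl, Tween 20, EDTA and TCEP; fluorescence polarization was read after 20 min at r.t.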
Integrin act MD – qHTS for Activators of Integrin-Mediated Alleviation for Muscular Dystrophy; alpha7betagal myoblasts, beta-gal FDG fluorescence, 48 h; Potency, µM (highest dose often 38.3 µM), for inactives: at the highest dose activation, actives largely listed as activators; 0.064% of 350,000 active;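 also: potency is read from the fitted curve at half-maximal effect; 100% = response of the positive control SU9516; nearly all actives have a fitted effect of over 60% in size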
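alpha7betagal+/- myoblasts (passage 13, 250/well) treated 48 h at 37C with compounds at 1:260 dilution of DMSO stock. Lysed, then beta-galactosidase activity read as FDG fluorescence (ex 480/em 540) after 30 min, with pre-read for autofluorescence.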
TSHR antag – Antagonists of the Thyroid Stimulating Hormone Receptor: HTS campaign | TSHR-expressing cells, TSH-stimulated cAMP HTRF, 2 h; stronger effect = lower value | activity change, negative = inhibition, % at 11.5 µM | 0.2% of 330,000 active | AID 504810, 2011;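 active = activity change below a set negative limit, meaning inhibition stronger than a set level, cut at about -70% in these data; inconclusive = activity change between two set negative limits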; also: % is scaled to controls: 0 for no effect and ±100 for the full control effect
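TSHR-expressing cells, 200/well, pre-treated with compound, then stimulated with EC80 TSH (4nM final) for 2 hours at 37 deg C. cAMP measured by competitive HTRF: anti-cAMP cryptate antibody in lysis buffer plus cAMP-d2, read after 30 minutes at room temperature.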
A-T KAP1 phos – qHTS Assay for Identifying a Potential Treatment of Ataxia-Telangiectasia; Potency, µM (top dose mostly 57.5 µM), for inactives: at the highest dose activation, most hits filed as activators; 0.19% of 320,000 active; […] A-T fibroblasts, KAP-1 phosphorylation AlphaLISA; neocarzinostatin DNA damage 30 min before lysis; also: potency is read from the fitted curve at half-maximal effect; % of control where 0% means no effect; nearly all actives have a fitted effect of over 45% in size
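hTERT-immortalized A-T patient fibroblasts ([…]), 500 cells/well in OPTI-MEM, 1% FBS, got compounds for 60 min, then NCS for 30 min at 37C. Lysates were then assayed for phospho-KAP-1 by AlphaLISA (anti-pKAP1 donor, anti-KAP1 acceptor beads), 6 hr at 25C.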
Mito fusion yeast – qHTS Assay for Small Molecule Inhibitors of Mitochondrial Division or Activators of Mitochondrial Fusion | AID 485298, 2010 | Potency, µM (highest dose often 46.1 µM), inactives show top-dose growth rescue (activation), hits mostly activators | S. cerevisiae fusion-defective mutant growth rescue, CellTiterGlo 48 h | 0.23% of 320,000 active;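 also: potency is read from the fitted curve at half-maximal effect; % of control where 0% means no effect; nearly all actives have a fitted effect of over 45% in size; temperature-sensitive fusion mutants such as fzo1-1 at 37 °C on non-fermentable ethanol glycerol medium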
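Luminescent cell viability in 1536-well qHTS format served as the measure of rescued growth in ts fusion-mutant S. cerevisiae cultured on non-fermentable YPEG for 48 hours at 37C.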
ASM inhibitor – Inhibitors of Secretory Acid Sphingomyelinase (S-ASM): qHTS | 0.006% of 340,000 active | placental ASM, HMU-PC fluorogenic substrate, 60 min | Potency, µM (series often up to 57.5 µM), inactives show at the highest dose activity change, negative = inhibition, usual class: inhibitors | Sphingomyelin phosphodiesterase (Homo sapiens), P17405; also: potency is read from the fitted curve at half-maximal effect
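Human placenta-derived ASM enzyme was preincubated with compound for 10 minutes at room temperature, then given fluorogenic substrate HMU-PC0 (9 uM final) for 60 minutes at 37 °C; a pH 10 stop preceded fluorescence reading at Ex 386/Em 447 nm.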
Chronic BCR inh – qHTS Assay to Find Inhibitors of Chronic Active B-Cell Receptor Signaling; ABC-DLBCL IkBa-CBG/CBR reporter, luminescence ratio, 4 h; Potency, µM (highest dose often 46.1 µM), inactives show at the highest dose ratio change, negative = lower green/red ratio, hits mostly inhibitors; 0.05% of 340,000 active; active = well fitted inhibition curve with a large enough effect in the signal ratio, with a control signal flat, not every such curve was filed as active; inconclusive = small, poorly fitted or top-dose-only effect, or effect the other way, or a change in a side signal; the % refers to the signal ratio;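 also: potency is read from the fitted curve at half-maximal effect; plate controls were basal doxycycline-induced cells for no effect and cells given 10 µM MG132 for full effect; MG132 reads +100%, hits lower the ratio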
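Doxycycline induced both beetle luciferases in TMD8 lymphoma cells; IKK-driven degradation limits the IkappaBalpha-fused green signal, while red luminescence normalises for cell number and nonspecific effects. Compounds tested up to 46 uM, 4 hrs.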
Eya2 inh – qHTS Assay for Inhibitors of the Phosphatase Activity of Eya2; recombinant Eya2, OMFP fluorescence dephosphorylation (OMFP is methylfluorescein phosphate); Potency, µM (titrated, usually from 76.9 µM), for the others: at the highest dose activity, negative = inhibition, actives largely listed as inhibitors; 0.006% of 330,000 active; AID 488837, 2010; Protein phosphatase EYA2 (Homo sapiens), O00167; also: potency is read from the fitted curve at half-maximal effect; % is scaled to controls: 0 for no effect and ±100 for the full control effect
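Eya2 protein (added as 0.2 uM solution) was preincubated with compound for 10 min at ambient temperature in 50 mM HEPES pH 7.5, 50 mM NaCl, 5 uM MgCl2, 0.05% BSA, 1 mM DTT. OMFP (added at 50 uM) then reacted 10 min; fluorescence read at 485/525 nm.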
TCR act – Activators of T cell receptors: qHTS campaign | 330,000 tested, under 10 active | Potency, µM (series often up to 9.22 µM), inactives show at the highest dose activation of IL-2 secretion, usual class: activators | primary human leukocytes, anti-CD3, IL-2 HTRF, 48 h; also: % of control where 0% means no effect
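IL-2 produced over 48 hr by a-CD3 bead-stimulated primary human leukocytes exposed to compounds was detected with a homogeneous time-resolved FRET immunoassay, 665nm acceptor signal after 320nm excitation.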
Tb PFK block – qHTS Assay to Find Inhibitors of T. brucei phosphofructokinase; ATP-dependent 6-phosphofructokinase (Trypanosoma brucei brucei), O15648; T. brucei PFK, ADP-Glo luminescence; Potency, µM (doses to about 57.5 µM), for the others: at the highest dose activity, negative = inhibition, hits mostly inhibitors; 0.17% of 330,000 active;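 also: potency is read from the fitted curve at half-maximal effect; 0% = uninhibited 1x PFK enzyme wells and -100% = no-enzyme wells; nearly all actives have a fitted effect of over 60% in size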
Target sequence (O15648 whole entry, looked up): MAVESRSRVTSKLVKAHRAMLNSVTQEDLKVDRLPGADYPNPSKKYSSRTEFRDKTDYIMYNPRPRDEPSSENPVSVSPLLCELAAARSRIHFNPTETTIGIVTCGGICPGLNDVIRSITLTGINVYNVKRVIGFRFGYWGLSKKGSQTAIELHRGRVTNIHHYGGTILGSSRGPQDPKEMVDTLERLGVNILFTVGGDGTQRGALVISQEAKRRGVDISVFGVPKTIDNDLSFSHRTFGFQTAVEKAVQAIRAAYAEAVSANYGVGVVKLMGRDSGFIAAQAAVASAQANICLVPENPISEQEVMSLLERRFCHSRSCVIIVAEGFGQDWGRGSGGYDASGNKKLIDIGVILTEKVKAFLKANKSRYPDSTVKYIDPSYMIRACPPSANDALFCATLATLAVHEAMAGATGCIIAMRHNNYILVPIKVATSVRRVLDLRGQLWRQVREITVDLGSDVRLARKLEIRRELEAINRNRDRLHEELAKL
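ADP-Glo luminescence quantified ADP after 45 min at room temperature, with 1.25 nM T. brucei PFK, 0.1 mM ATP and 0.5 mM fructose-6-phosphate in pH 8.0 TEA buffer. qHTS titrations up to 57 µM; curves classified by quality.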
* = called active by the depositor; u = inconclusive; x = no result given; [ ] = another dose, or the depositor's remark. Unless noted, calls follow the shape of the dose curve; as a rule, active = well fitted curve in the direction sought with a large enough effect; inconclusive = small, poorly fitted or top-dose-only effect, or another doubt; inactive = no such curve, though single readings can be large; an effect the other way counts as inactive or inconclusive.

cpd | SMILES | ELG1 DNA repair | PTAP TSG101 blk | Integrin act MD | TSHR antag | A-T KAP1 phos | Mito fusion yeast | ASM inhibitor | Chronic BCR inh | Eya2 inh | TCR act | Tb PFK block
1 | Cc1ccccc1Cn1cnc2c(cnn2C(C)(C)C)c1=O | 25% | -2% | 7% | -9 | 6% | 6% | 2% | -4% | -13% | -5% | 4%
2 | CCn1c(CNC(=O)c2cccc(C)c2)nnc1SCC(=O)Nc1nnc(C)s1 | 4% | -5% | -10% | -2 | -2% | -3% | 2% | -1% | 6% | -1% | -1%
3 | C(=N\Nc1ncnc2ccccc12)/c1ccccc1 | u | 2% | -6% | -3 | 3% | 2% | -2% | u | 6% | 1% | 7%
4 | COc1ccc(-c2cc(C(=O)Nc3cc(Br)ccc3O)no2)cc1 | u | -1% | -10% | 1 | 5% | 7% | 7% | u | 20% | 5% | -3%
5 | CCOC(=O)c1c(-c2ccc(C)cc2)csc1/N=C(\C)C1=C(O)c2ccccc2C1=O | 7.3µM* | -3% | 33% | -6 | 27% | 1% | -17% | u | u | -2% | -1%
6 | COc1ccc(NC(=O)CSc2nc(=O)n(CCN3CCOCC3)c3c2CCC3)cc1 | -7% | -5% | -6% | -7 | 0% | -6% | 3% | -13% | 6% | 2% | -7%
7 | CCc1nnc(NC(=O)c2ccc(COc3cccc(C)c3)o2)s1 | -4% | -1% | 35% | 10 | 2% | 0% | 2%[11.5 µM] | 0% | -13% | 7% | 1%
8 | O=C(c1cc2sccc2n1Cc1ccc(F)cc1)N1CCCc2ccccc21 | -30% | -9% | 13% | 3 | 2% | u | -11% | 1% | -5% | 1%[46.1 µM] | 1%
9 | Cc1ccccc1NC(=O)Cc1nc(COC(=O)c2ccccn2)cs1 | u | 0% | 1% | 14 | -1% | -1% | 2% | -14% | -1% | 7% | -11%
10 | Cc1ccc2nc(C)cc(C(=O)OCC(=O)Nc3cccnc3Cl)c2c1 | -5% | -5% | 37% | -6 | 4% | -7% | 3% | 5% | 11% | -16% | -1%
11 | COc1cccc(N2CCN(C(=O)c3oc4ccccc4c3NC(=O)CCc3cc(OC)no3)CC2)c1 | u | 0% | -11% | -8 | 6% | 4% | -1% | -2% | -12% | -5% | -1%
12 | CCN(Cc1ccccc1)C(=O)COC(=O)Cc1c[nH]c2ccccc12 | 0% | -6% | -23% | -1 | 5% | 1% | -1% | -6% | 36% | 0% | 0%
13 | O=C(N/N=C/c1nn(-c2ccccc2)cc1-c1ccc(Cl)cc1)c1ccncc1 | 8% | x | x | 1 | 10% | 1% | x | u | -5% | x | 1%
14 | O=C(CSc1ccc(-c2ccco2)nn1)NCc1ccc2c(c1)OCO2 | -5% | -3% | 14% | 19 | 3% | -5% | -2% | -1% | -8% | 4% | -4%
15 | COc1cc(NC(=O)c2nccnc2C(=O)O)cc(OC)c1 | u | -2% | 0% | -1 | 2% | -1% | 1% | 0% | 4% | 4% | u

The results go on:
item	mol	ELG1 DNA repair	PTAP TSG101 blk	Integrin act MD	TSHR antag	A-T KAP1 phos	Mito fusion yeast	ASM inhibitor	Chronic BCR inh	Eya2 inh	TCR act	Tb PFK block
16	Cc1ccc(C(=O)C[n+]2ccc(-c3nnc4n3CCC4)cc2)cc1	u	0%	4%	14	-4%	-5%	-1%	-7%	-20%	0%[46.1 µM]	17%
17	Cc1ccccc1N1CCN(C2CCCN(C(=O)CCN3CCCCC3=O)C2)CC1 (configuration not stated)	12%	-7%	8%	7	5%	4%	3%	0%	-3%	-3%	0%
18	COc1ccc(Cl)cc1-c1n[nH]c(=S)o1	-1%	-8%	0%	63	-3%	-3%	3%	-2%	4%	13%	15%
19	CN(C)c1ccc(/C=C2\N=C(c3ccc(Cl)c([N+](=O)[O-])c3)NC2=O)cc1	8%	4%	0%	-2	-3%	-3%	-1%	-8%	3%	-2%	2%
20	CCc1nnc(NC(=O)c2ccc(COc3ccccc3Cl)o2)s1	7%	-1%	1%	6	-4%	13%	-5%	1%	11%	-3%	2%
21	O=C(NNc1nc2ccccc2o1)c1ccccc1	u	-6%	-19%	0	17%	-2%	0%	u	-29%	-1%	-11%
22	Cc1n[nH]c(=S)n1/N=C/c1ccccc1OCc1ccc(Cl)cc1	u	-1%	-32%	0	4%	-6%	0%	u	3%	-2%	2%
23	COCCn1c(C)nnc1SCC(=O)NNC(=O)c1ccc(Br)cc1	6%	-3%	15%	-7	0%	-12%	0%	-3%	-3%	4%	0%
24	COc1ccc(OC)c(-n2cc3c(=O)n(C)c(=O)n(C)c3c2)c1	u	-1%	5%	0	5%	6%	4%	u	-1%	1%	3%
25	CC(C)C1Oc2ccccc2N(CC(=O)N(Cc2ccncc2)Cc2ccco2)C1=O (configuration not stated)	-28%	-3%	17%	0	-4%	3%	7%	-8%	1%	1%[46.1 µM]	1%
26	COc1cc(CN2CCN(c3ccccc3C)CC2)cc([N+](=O)[O-])c1O	-8%	-3%	14%	-4	-3%	-1%	-4%	7%	8%	2%	0%
27	O=C(COc1ccc2ccccc2c1)N1CCN(C(=O)c2cccnc2)CC1	-1%	2%	-8%	5	0%	-1%	-2%	0%	u	5%	1%
28	COCCn1cnnc1SCC(=O)Nc1cccc(S(=O)(=O)N2CCCCC2)c1	4%	-1%	16%	-4	-4%	2%	4%	-1%	8%	4%	0%
29	COc1ccc(C(=O)N2CCN(S(=O)(=O)c3ccc(Cl)cc3)CC2)cc1OC	-27%	-1%	-6%	4	-1%	-1%	3%	u	-21%	-3%	0%
30	CC(=O)C1=C(O)C(=O)N(c2ccc(Br)cn2)C1c1ccc(Br)cc1 (configuration not stated)	0%	-10%	-36%	-3	-35%	-3%	9%	12%	5%	-53%	0%
31	O=C(COC(=O)c1ccc(Br)o1)Nc1cccc(S(=O)(=O)N2CCCCCC2)c1	-9%	-10%	-32%	-22	0%	-2%	-6%	-3%	-5%	-3%	0%

Entries shown so far containing a nitro group on carbon:
item	mol	ELG1 DNA repair	PTAP TSG101 blk	Integrin act MD	TSHR antag	A-T KAP1 phos	Mito fusion yeast	ASM inhibitor	Chronic BCR inh	Eya2 inh	TCR act	Tb PFK block
19	CN(C)c1ccc(/C=C2\N=C(c3ccc(Cl)c([N+](=O)[O-])c3)NC2=O)cc1	8%	4%	0%	-2	-3%	-3%	-1%	-8%	3%	-2%	2%
26	COc1cc(CN2CCN(c3ccccc3C)CC2)cc([N+](=O)[O-])c1O	-8%	-3%	14%	-4	-3%	-1%	-4%	7%	8%	2%	0%

Individual results from above:
For Eya2 inh, entry 28 is entered as 8%
For Integrin act MD, entry 21 is entered as -19%

Bioassay records deposited in PubChem by National Center for Advancing Translational Sciences (NCATS).
